Giardia kill = Small Molecules that selectively kill Giardia lamblia: qHTS; 340,000 compounds, 0.15% hits; Giardia lamblia trophozoite viability; AID 540267, 2011; activity change, % at 7.66 µM, hits read low; in the data active means activity change below about -80%; inconclusive means between about -30% and that limit;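 further: parasites exposed to compound for two days anaerobically before the ATP read; on the % scale 0 is the no-effect control and ±100 the full control effect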
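Anaerobic 48 hrs incubation at 37 deg C of 100 trophozoites/well with test compounds; ATPLite 1-Step luminescence, 15-30 min RT, reports cellular ATP as viability.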
uPA surface inh = qHTS for Inhibitors of Cell Surface uPA Generation; Potency, µM (top dose mostly 38.3 µM), for the others: at the highest dose activity change, negative = inhibition, actives largely listed as inhibitors; 330,000 compounds, 0.31% hits; AID 540303, 2011; cell surface uPA generation assay, qHTS; active means well fitted inhibition curve with a large enough effect; inconclusive means small, poorly fitted or top-dose-only effect; inactive means no such curve, though single readings can be large or run the other way; tested in mouse RAW 264.7 cells; further: potency means the concentration at half of the fitted maximal effect; on the % scale 0 is the no-effect control and ±100 the full control effect; nearly all actives have a fitted effect of over 55% in size
Tb PFK inh = qHTS Assay to Find Inhibitors of T. brucei phosphofructokinase; ATP-dependent 6-phosphofructokinase (Trypanosoma brucei brucei), O15648; T. brucei PFK, ADP-Glo luminescence; Potency, µM (highest dose often 57.5 µM), for the others: top-dose activity, negative = inhibition, most hits filed as inhibitors; 330,000 compounds, 0.17% hits; AID 485367, 2010;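 further: potency means the concentration at half of the fitted maximal effect; 0% = uninhibited 1x PFK enzyme wells and -100% = no-enzyme wells; nearly all actives have a fitted effect of over 60% in size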
Target sequence (O15648 whole entry, looked up): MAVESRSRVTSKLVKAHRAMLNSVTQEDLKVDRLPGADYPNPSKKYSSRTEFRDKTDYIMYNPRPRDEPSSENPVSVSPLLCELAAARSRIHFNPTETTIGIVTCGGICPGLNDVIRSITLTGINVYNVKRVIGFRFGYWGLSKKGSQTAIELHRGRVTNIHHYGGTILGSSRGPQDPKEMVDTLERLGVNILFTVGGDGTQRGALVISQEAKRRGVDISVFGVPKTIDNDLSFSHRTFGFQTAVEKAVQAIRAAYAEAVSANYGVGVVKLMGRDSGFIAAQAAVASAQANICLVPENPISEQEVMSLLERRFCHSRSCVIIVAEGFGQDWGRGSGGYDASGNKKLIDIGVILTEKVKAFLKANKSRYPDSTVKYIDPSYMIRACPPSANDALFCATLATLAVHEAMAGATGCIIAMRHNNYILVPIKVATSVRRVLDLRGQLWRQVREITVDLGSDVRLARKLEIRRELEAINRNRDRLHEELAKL
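Luminescent ADP detection (ADP-Glo, two-step: ATP depletion then ADP-to-ATP conversion for luciferase) reported PFK activity after 45 min room-temperature reaction of 1.25 nM enzyme with 0.5 mM F6P and 0.1 mM ATP at pH 8.0.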
Coupling enz = qHTS Assay for Inhibitors of Fructose-1,6-bisphosphate Aldolase from Giardia Lamblia: Coupling assay counterscreen; coupling enzyme system counterscreen, AmpLite Red fluorescence; activity change, negative = inhibition, % at 58.2 µM, hits read low; 290,000 compounds, 0.67% hits; AID 2472, 2010; in the data active means activity change below about -30%; further: on the % scale 0 is the no-effect control and ±100 the full control effect
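Counterscreen lacking aldolase: glyceraldehyde-3-phosphate coupling-enzyme reagent preincubated 10 min at RT with compound (at 57.5 uM final), then substrate/coupling system with AmpLite Red added; fluorescence read at 525/598 nm after 20 min RT.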
FLuc counter = qHTS profiling assay for firefly luciferase inhibitor/activator using purifed enzyme and Km concentrations of substrates (counterscreen for miR-21 project); AID 588342, 2011; purified FLuc, Km substrates, luminescence inhibition; Luciferin 4-monooxygenase (Photinus pyralis), P08659; 360,000 compounds, 6.9% hits; Potency, µM (top dose mostly 57.5 µM), for inactives: at the highest dose activity change, negative = inhibition, hits mostly inhibitors;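 further: potency means the concentration at half of the fitted maximal effect; plate controls were vehicle for no effect and reference inhibitor for full effect; nearly all actives have a fitted effect of over 55% in size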
Target sequence (P08659 whole entry, looked up): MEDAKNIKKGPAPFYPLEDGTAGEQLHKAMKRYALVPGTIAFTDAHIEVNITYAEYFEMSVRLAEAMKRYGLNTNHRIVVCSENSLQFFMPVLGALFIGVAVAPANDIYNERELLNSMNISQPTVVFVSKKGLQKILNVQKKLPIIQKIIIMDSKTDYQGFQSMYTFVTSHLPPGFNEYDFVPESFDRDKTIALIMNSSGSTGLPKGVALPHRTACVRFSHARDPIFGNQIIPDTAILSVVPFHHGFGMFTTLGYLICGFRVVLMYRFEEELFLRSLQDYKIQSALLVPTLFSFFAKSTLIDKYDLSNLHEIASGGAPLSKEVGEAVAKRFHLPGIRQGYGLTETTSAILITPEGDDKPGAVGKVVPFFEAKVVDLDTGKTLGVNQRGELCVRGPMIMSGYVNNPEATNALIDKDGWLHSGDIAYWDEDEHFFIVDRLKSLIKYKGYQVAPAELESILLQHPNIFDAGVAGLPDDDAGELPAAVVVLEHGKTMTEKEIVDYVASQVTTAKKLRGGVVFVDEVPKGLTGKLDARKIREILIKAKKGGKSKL
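Biochemical qHTS of compounds, final roughly 60 µM downward over six points, against 10 nM purified firefly luciferase using Km concentrations of substrates (10 uM D-luciferin, 10 uM ATP) in Tris acetate pH 7.5 buffer; luminescence output.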
Rab9 prom act = qHTS Assay for Rab9 Promoter Activators | Huh7 Rab9 promoter-luciferase reporter, luminescence, 24 h | Potency, µM (titrated, usually from 9.22 µM), for inactives: at the top dose activation, negative = inhibition, most hits filed as activators | 320,000 compounds, 2.8% hits; further: potency means the concentration at half of the fitted maximal effect; % of control where 0% means no effect; nearly all actives have a fitted effect of over 60% in size
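Quantitative HTS format; Huh7 Rab9-luciferase reporter cells (1500/well) receive compound 2 h post-plating, incubate 24 h at 37 °C, then get luciferase reagent for 10 min before luminescence reading.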
VP16 counter = VP16 counterscreen qHTS for inhibitors of ROR gamma transcriptional activity. Drosophila S2 Gal4-VP16 UAS-luciferase, luminescence, 20 h. Potency, µM (highest dose often 53.6 µM), inactives show top-dose activity, negative = inhibition, most hits filed as inhibitors. 310,000 compounds, 3.5% hits;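 further: Gal4-VP16 expression switched on by copper sulfate through the metallothionein promoter; potency means the concentration at half of the fitted maximal effect; on the % scale 0 is the no-effect control and ±100 the full control effect; nearly all actives have a fitted effect of over 50% in size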
KCNH2 3.1 inh = qHTS for Inhibitors of KCHN2 3.1: Mutant qHTS. AID 720553, 2013. activity change, % (tested at about 1.8 µM). Potassium voltage-gated channel subfamily H member 2, brain isoform KCNH2 3.1 (human). 340,000 compounds, 0.95% hits. U2OS KCNH2 3.1, thallium flux FluxOr; active compounds read low;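 active means maximum activity change below -70%; inconclusive means maximum activity change from -70% to -50%; inactive means maximum activity change above -50%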;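 further: thallium influx rate constant from kinetic fluorescence after stimulation buffer; on the % scale 0 is the no-effect control and ±100 the full control effect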
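Kinetic fluorescence (2 min after stimulation buffer) measures Tl+ influx through KCNH2 3.1 expressed by viral transduction in U2OS cells; the rate constant is normalized against DMSO controls serving as positive and negative references.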
RORgamma inh = qHTS for inhibitors of ROR gamma transcriptional activity; Drosophila S2 Gal4-RORgamma UAS-luciferase reporter, 20 h; Potency, µM (doses to about 53.6 µM), for the others: at the highest dose activity change, negative = inhibition, hits mostly inhibitors; 310,000 compounds, 5.4% hits; AID 2551, 2010; further: potency means the concentration at half of the fitted maximal effect; on the % scale 0 is the no-effect control and ±100 the full control effect; nearly all actives have a fitted effect of over 60% in size
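In this cell-based reporter format, copper sulfate (700 uM final) drives Gal4–ROR gamma fusion expression from a metallothionein promoter in Drosophila Schneider cells; compounds preincubated 1 hr, reporter read after 20 hr at ambient temperature.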
ELG1 genotox = qHTS screen for small molecules that induce genotoxicity in human embryonic kidney (HEK293T) cells expressing luciferase-tagged ELG1. Potency, µM (doses to about 46 µM), for inactives: top-dose activity change, positive = activation, most hits filed as activators. HEK293T ELG1-luciferase reporter, luminescence, 16 h. 330,000 compounds, 1.3% hits; further: potency means the concentration at half of the fitted maximal effect; % of control where 0% means no effect; nearly all actives have a fitted effect of over 60% in size
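DMSO vehicle served as control against compound-treated ELG1-luciferase HEK293T cells; exposure lasted 16 hr at 37 °C and 5% CO2, followed by ONE-Glo luminescence detection after 30 min.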
NPC1 promoter act = qHTS Assay for NPC1 Promoter Activators. Huh7 NPC1 promoter luciferase reporter, 24 h. Potency, µM (doses to about 9.22 µM), for inactives: at the highest dose activation, hits mostly activators. 320,000 compounds, 2.4% hits;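 further: potency means the concentration at half of the fitted maximal effect; % of control where 0% means no effect; nearly all actives have a fitted effect of over 60% in size; reporter is driven by a mutant NPC1 promoter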
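Cells: Huh7 expressing luciferase under the NPC1 promoter, 1500/well. Seeded 2 h, compound added, incubated 24 h at 37 °C. Luciferase reagent, 10 min ambient, then luminescence.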
Active calls of the source: *; ? = inconclusive; / = not tested or not shown; & = joins results of further samples; [ ] = dose if it differs, or a comment. Unless noted, the call rests on the fitted dose curve; in most records, active means well fitted curve in the direction sought with a large enough effect; inconclusive means small, poorly fitted or top-dose-only effect, or another doubt; inactive means no such curve, though single readings can be large; an effect the other way counts as inactive or inconclusive.

Start of the data: the first three records, ahead of the listing:
SMILES	Giardia kill	uPA surface inh	Tb PFK inh	Coupling enz	FLuc counter	Rab9 prom act	VP16 counter	KCNH2 3.1 inh	RORgamma inh	ELG1 genotox	NPC1 promoter act
Cc1nn(C(=O)CNS(=O)(=O)c2ccccc2)c(C)c1Sc1ccc(Cl)cc1	14	0%	-7%	-13	2%	0%	-4%	5	-37%	0%	2%
O=[N+]([O-])c1cccc(/C=N/Nc2nc(NCc3ccccc3)nc(N3CCOCC3)n2)c1	1	14%	0%	-2	-1%	1%	-12%	/	-32%	13%	-1%
CCOc1cc(C(=O)Nc2cc(C)ccn2)cc(OCC)c1OCC	6	-2%	0%	0	4%	1%	?	-14	16µM*	-16%	0%

The whole of this part, from the first entry:
SMILES	Giardia kill	uPA surface inh	Tb PFK inh	Coupling enz	FLuc counter	Rab9 prom act	VP16 counter	KCNH2 3.1 inh	RORgamma inh	ELG1 genotox	NPC1 promoter act
Cc1nn(C(=O)CNS(=O)(=O)c2ccccc2)c(C)c1Sc1ccc(Cl)cc1	14	0%	-7%	-13	2%	0%	-4%	5	-37%	0%	2%
O=[N+]([O-])c1cccc(/C=N/Nc2nc(NCc3ccccc3)nc(N3CCOCC3)n2)c1	1	14%	0%	-2	-1%	1%	-12%	/	-32%	13%	-1%
CCOc1cc(C(=O)Nc2cc(C)ccn2)cc(OCC)c1OCC	6	-2%	0%	0	4%	1%	?	-14	16µM*	-16%	0%
O=C(/C=C/c1ccc2c(c1)OCO2)NC1CCCC1	-13	19%	4%	-5	15µM*	0%	1%	13	?	15%	4%
COc1cc(C(=O)N2CCC(c3nc(-c4cccnc4)no3)CC2)cc(OC)c1OC	2	/	-4%	0	3%	-4%	-6%	-21	-29%	0%	-1%
CN(c1ccccc1)S(=O)(=O)c1ccc(NC(=O)COc2ccccc2)cc1	52[activator]	6%	-1%	0	0%	0%	6%	-16	?	-12%	2%
CCOc1ccc(Oc2ccc(Cl)cc2NC(=O)CCNC(C)=O)cc1	1	2%	-1%	1	1%	2%	0%[10 µM]	-11	-61%	20%	-1%
CCOC(=O)C(NC(=O)c1ccccc1)(Nc1cccc(C)n1)C(F)(F)F (stereo not given)	18	4%	-1%	3	0%	1%	5%	6	-26%	-2%	-1%
c1ccc(-c2nc(N3CCNCC3)nc3ccccc23)cc1	-4	5%	2%	0	-1%	-1%	-2%	-30	-1%	-5%	-1%
Cc1cccc(C)c1NC(=O)/C(C#N)=C/c1cccs1	-12	-5%	2%	0	0%	15%	-4%	-15	-7%	2%	-8%
COCCOC(=O)C1=C(C)NC2=C(C(=O)CC(c3cccs3)C2)C1c1ccsc1 (stereo not given)	12	0%	-12%	-2	-1%	0%	0%	3	30%	-5%	-6%
N#Cc1cc(N2CCCCC2)c([N+](=O)[O-])cc1C#N	23	-11%	0%	-1	4%	-3%	0%	7	-26%	6%	0%
Cc1ccc(C(CC(=O)N2CCCCC2)c2ccccc2)c(O)c1C (stereo not given)	13	-1%	-3%	2	1%	1%	-7%	-24	1%	0%	-4%
COc1ccc(-c2cc(C(=O)OCC(=O)N3CCOCC3)c3ccccc3n2)cc1	-7	-9%	-3%	/	/	/	/	-14	/	1%	/
Cc1cccc(C(=O)NCC(=O)OCC(=O)NC2CCCCC2)c1	2	0%	2%	/	/	/	/	-3	/	5%	/

Next section, starting with the last 5 of the part before.
SMILES	Giardia kill	uPA surface inh	Tb PFK inh	Coupling enz	FLuc counter	Rab9 prom act	VP16 counter	KCNH2 3.1 inh	RORgamma inh	ELG1 genotox	NPC1 promoter act
COCCOC(=O)C1=C(C)NC2=C(C(=O)CC(c3cccs3)C2)C1c1ccsc1 (stereo not given)	12	0%	-12%	-2	-1%	0%	0%	3	30%	-5%	-6%
N#Cc1cc(N2CCCCC2)c([N+](=O)[O-])cc1C#N	23	-11%	0%	-1	4%	-3%	0%	7	-26%	6%	0%
Cc1ccc(C(CC(=O)N2CCCCC2)c2ccccc2)c(O)c1C (stereo not given)	13	-1%	-3%	2	1%	1%	-7%	-24	1%	0%	-4%
COc1ccc(-c2cc(C(=O)OCC(=O)N3CCOCC3)c3ccccc3n2)cc1	-7	-9%	-3%	/	/	/	/	-14	/	1%	/
Cc1cccc(C(=O)NCC(=O)OCC(=O)NC2CCCCC2)c1	2	0%	2%	/	/	/	/	-3	/	5%	/
N=C(c1ccc([N+](=O)[O-])cc1)N1CCCCCC1	-14	2%	5%	-1	1%	4%	7%	0	-2%	0%	0%
CCCN(CC(=O)Nc1ccccc1C)C(=O)C1CCN(S(=O)(=O)c2ccccc2C(F)(F)F)CC1	8	2%	1%	/	7%	-7%	/	15	/	-4%	2%
COc1ccc(C2C(C(N)=O)=C(C)Nc3ncnn32)cc1 (stereo not given)	-22	-12%	2%	-2	9%	-3%	1%	21	-13%[10 µM]	-1%	-1%
CCCc1cc(=O)[nH]c(SCC(=O)N2c3ccccc3NC(=O)C2(C)C)n1	5	2%	2%	/	/	/	/	3	/	1%	/
CSc1nc(C)c(CCOC(=O)c2cccc(Cl)c2)c(=O)[nH]1	22	-3%	3%	4	-7%	-5%	-11%	0	-16%	1%	1%
O=C(Cc1cccs1)Nc1ccc(N2CCOCC2)cc1	-6	-3%	-18%	-8	17µM*	?	8%	6	?	?	?
C=C(C)CNC(=S)N/N=C/c1ccccc1OCC(=O)O	8	4%	1%	7	-2%	0%	-19%	25	10µM*	1%	-1%
COC(=O)Cc1ccc(NC(=O)c2ccccc2Cl)cc1	6	-5%	4%	0	15µM*	-2%	-6%[10 µM]	-10	-18%	15%	2%
Cc1ccc(-c2nnn(CC(=O)N(C)C3CCCCC3)n2)o1	-2	6%	4%	-1	4%	1%	-1%	1	31%	2%	-2%
O=C(NCc1ccccc1)OCCN1CCN(Cc2ccccc2)CCC1=O	2	-5%	-3%	0&5	-1%	-7%	2%&-3%	/	?	1%	-2%
CS(=O)(=O)n1nc(-c2cccnc2)nc1NCc1ccccc1	-24	/	-1%	0	0%	-6%	1%	-8	9%	-2%	-1%
CCN(CC)S(=O)(=O)c1ccc2c(c1)N(CC(=O)NCc1ccco1)C(=O)CO2	-14	-5%	0%	-1	-1%	-1%	-13%	10	45%	1%	-1%
CCCCOC(=O)c1ccc(NC(=O)COC(=O)c2ccc3ncsc3c2)cc1	-14	2%	-10%	/	?	19%	/	24	/	17%	13%
CCC1(CC)NC(=O)N(CC(=O)OCC(=O)Nc2cc(C)ccc2C)C1=O	2	0%	1%	-1	1%	17%	3%	-1	-16%[10 µM]	0%	0%
CCCCC(=O)NNC(=S)NC(=O)c1cccc([N+](=O)[O-])c1	-3	0%	-18%	-5	-9%	10%	0.89µM*	-22	1µM*	-1%	1%
COc1ccc(Cc2nc(-c3ccc(-n4cccc4)cc3)no2)cc1OC	-19	-6%	1%	-11	4%	-19%	?	-2	?	13µM*	-3%
CC(C)CC1NC(=O)N(CC(=O)Nc2ccc(-c3ccccc3)cc2)C1=O (stereo not given)	-3	18%	19%	/	-15%	2%	/	-19	/	-4%	-6%
COc1ccc(C(=O)Nc2c(N)nc(SCC(=O)N3CCCCCC3)[nH]c2=O)cc1OC	18	9%	2%	2	10%	-5%	-5%	41	-12%	1%	1%
CCCC(=O)NC(Nc1cc(C(F)(F)F)ccc1Cl)C(Cl)(Cl)Cl (stereo not given)	8	2%	6%	0	-7%	7%	10µM*	-3	?	-1%	1%
Oc1nc(-c2ccc(Cl)cc2)n2ccncc12	-22	1%	1%	3	-2%	-10%	0%	3	16%	-3%	-4%
COc1ccccc1C/C(N)=N/OC(=O)COc1ccccc1C	-8	2%	1%	-5	-11%	3%	-10%	0	?	/	1%
Cc1cc(NC(=O)c2oc3ccccc3c2C)ccc1-n1cnnn1	6	-17%	3%	-28	4.8µM*	4%	?	4	?	-2%	19%
O=C(C(Cc1ccccc1)N1C(=O)c2ccccc2C1=O)N1CCc2ccccc21 (stereo not given)	-9	4%	1%	-8	7%	-6%	2%	?	-39%	-4%	1%
